Screens from PubChem.
Gli-Sufu block = Gli-Sufu pathway antagonists, primary screen, luciferase luminescence, Sufu-KO-LIGHT cells, uHTS. inhibition, % at 5 µM. Sufu-KO-LIGHT fibroblasts, Gli luciferase reporter luminescence. AID 588413, 2011. hit rate 0.74% among 340,000;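 active = inhibition above about 55%, limit read from the data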;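 also: 0% = DMSO-treated cells and 100% = wells with medium but no cells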
EBI2 antag = EBI2 receptor antagonists, beta-arrestin recruitment, primary screen, cell-based, luminescence, 7a,25-OHC stimulation, uHTS. G-protein coupled receptor 183 (Homo sapiens), P32249. 7a,25-OHC stimulated. inhibition, % at 5 µM. hit rate 0.81% among 360,000. AID 651636, 2012; in the data active = inhibition above about 38%;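 also: enzyme fragment complementation signal reports receptor beta-arrestin coupling in cells; 0% = agonist plus DMSO wells and 100% = wells without agonist; some results beyond the cut were filed as inactive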
Target sequence (P32249 whole entry, looked up, the tested form may be a part): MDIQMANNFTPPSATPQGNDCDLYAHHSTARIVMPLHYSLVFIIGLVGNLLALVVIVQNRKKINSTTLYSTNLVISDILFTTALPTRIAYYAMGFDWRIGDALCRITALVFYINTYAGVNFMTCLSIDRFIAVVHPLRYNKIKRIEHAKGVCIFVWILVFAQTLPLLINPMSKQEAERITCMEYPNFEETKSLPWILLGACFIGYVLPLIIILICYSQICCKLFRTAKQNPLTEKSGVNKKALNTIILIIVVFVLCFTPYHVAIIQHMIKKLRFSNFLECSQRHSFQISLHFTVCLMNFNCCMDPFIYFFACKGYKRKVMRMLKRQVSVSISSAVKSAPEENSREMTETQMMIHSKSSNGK
CCR6 antag = CCR6 receptor antagonists, primary screen, cell-based, CHO-K1, luminescence, beta-arrestin, uHTS; C-C chemokine receptor type 6 (Homo sapiens), P51684; CHO-K1 CCR6 PathHunter beta-arrestin, CCL20-stimulated; inhibition, % at 20 µM; hit rate 0.49% among 340,000;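 active = compounds whose inhibition of the agonist-driven luminescence signal at 20 µM reaches about 50%, limit read from the data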;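 also: cells stimulated with CCL20 at 14 nM final; plate controls were DMSO with CCL20 for no effect and DMSO without agonist for full effect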
Target sequence (P51684 whole entry, looked up): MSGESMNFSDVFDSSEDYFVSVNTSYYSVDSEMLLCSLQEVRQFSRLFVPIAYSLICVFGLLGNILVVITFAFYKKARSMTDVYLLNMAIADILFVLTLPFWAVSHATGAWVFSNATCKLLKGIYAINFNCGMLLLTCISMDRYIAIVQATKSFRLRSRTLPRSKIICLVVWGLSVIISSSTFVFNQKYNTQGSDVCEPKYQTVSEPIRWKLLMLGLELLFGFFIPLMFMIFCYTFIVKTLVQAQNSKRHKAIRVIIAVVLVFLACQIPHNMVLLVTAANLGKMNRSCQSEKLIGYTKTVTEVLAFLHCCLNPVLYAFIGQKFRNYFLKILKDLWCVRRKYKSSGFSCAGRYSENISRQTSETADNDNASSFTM
The depositor's hits bear a star. This is a subset, so the mix of outcomes need not match the whole.

SMILES	Gli-Sufu block	EBI2 antag	CCR6 antag
CC1CN(C(NC(=O)c2ccccc2)C(Cl)(Cl)Cl)CC(C)O1 (stereo unspecified)	-1	-3	7
COc1ccc2oc(=O)c(/C(C)=N/NC(=O)c3ccncc3)cc2c1	6	1	-4
CC(=O)NC1CCCC(NC(C)=O)C1 (stereo unspecified)	5	-5	1
CCCNS(=O)(=O)c1ccc(CCC(=O)Nc2cc(Cl)ccc2Oc2ccccc2)cc1	4	13	-7
Cc1cc(C)c2c(=O)[nH]c(SCC(=O)c3ccc(F)c(C)c3)nc2n1	-16	-4	1
CN(C)S(=O)(=O)c1cccc(-c2nn(-c3ccccc3)cc2/C=C2\SC(=S)NC2=O)c1	6	14	28
Cc1ccc2cc(CN(CCN3CCOCC3)Cc3nnnn3Cc3ccco3)c(=O)[nH]c2c1C	10	-3	-7
CCOCCCN(C(=O)Cn1nnc2ccccc21)C(C(=O)NCc1ccco1)c1ccncc1 (stereo unspecified)	1	-1	9
Cc1ccccc1/C=C/c1nc2ccccc2c(=O)n1CCc1ccccc1	5	28	18
O=C(CCl)NC(Cc1ccccc1)C(=O)OCC(=O)c1ccc(-c2ccccc2)cc1 (stereo unspecified)	25	3	8
O=C(NCc1cccs1)c1nc2c(nnn2Cc2ccccc2Cl)c(=O)[nH]1	-3	0	7
OCC1OC(n2cnc3c(SCc4ccccc4)ncnc32)C(O)C1O (stereo unspecified)	-20	4	-11
CCC(C)C(CO)NCCCn1cnc(C(=O)Nc2ccc(C)c(C)c2)n1 (stereo unspecified)	-1	-2	9
Cc1c2c(=O)n(-c3nc4ccccc4s3)nc-2cc(O)n1Cc1ccccc1	50	-6	19
COCCNC(=O)/C(C#N)=C/c1ccc(OC(=O)c2cccs2)c(OC)c1	-2	-16	10
COc1ccc(CCC(C)NC2C3CC4CC(C3)CC2C4)cc1 (stereo unspecified)	-3	-17	8
O=C1CC2C(CCC23OCCO3)c2ccc3ccccc3c21 (stereo unspecified)	-48	4	9
CCOc1ccc(Br)cc1S(=O)(=O)NCC(c1ccc(OC)cc1)N1CCOCC1 (stereo unspecified)	0	4	9
Cc1cc(=O)oc2cc(OCc3ccc(C(=O)N4CCN(c5ccc([N+](=O)[O-])cc5)CC4)cc3)ccc12	16	13	9
CN(C)c1ccc(C=Cc2cnccn2)cc1	-106	2	0

3 compounds from above, ordered by the value under EBI2 antag, falling.
Molecule	EBI2 antag	CCR6 antag
CN(C)c1ccc(C=Cc2cnccn2)cc1	2	0
COc1ccc2oc(=O)c(/C(C)=N/NC(=O)c3ccncc3)cc2c1	1	-4
CC1CN(C(NC(=O)c2ccccc2)C(Cl)(Cl)Cl)CC(C)O1 (stereo unspecified)	-3	7

(further entries)
SMILES	Gli-Sufu block	EBI2 antag	CCR6 antag
CC1CCC(=NNS(=O)(=O)c2ccc([N+](=O)[O-])cc2)CC1 (stereo unspecified)	6	-2	-20
NNC(=O)c1nnsc1-c1csnn1	5	-5	-18
CC(=O)N(C)c1ccc(C=C2C=Cc3ccccc32)cc1	-43	1	8
Cc1cn(CC(=O)NCCCc2ccccc2)c(=O)[nH]c1=O	5	6	-3
CN(C)c1ncnc2c1ncn2C1CCCCO1 (stereo unspecified)	4	1	-2
CCCC(=O)N1CCN(c2ccc(NC(=O)c3ccc([N+](=O)[O-])o3)cc2)CC1	21	18	-4
CCCCCc1c(C)nc(N2CCc3ccccc3C2)[nH]c1=O	22	2	-7
O=C(COC(=O)Cn1cnc2ccccc2c1=O)Nc1cc(Cl)ccc1[N+](=O)[O-]	-6	-9	-12
COC(=O)[C@@H](Cc1ccccc1)NC(=O)Cn1cc(C)c(=O)[nH]c1=O	5	-15	7
O/N=C(\Cn1ccnc1)c1ccccc1	-10	3	10
Cn1c(N=Nc2ccc(N3CCOCC3)cc2)[n+](C)c2ccccc21	-2	12	63*
COc1cc(N2CCC(O)CC2)ccc1Nc1nnc(Cl)c(Nc2ccccc2S(C)(=O)=O)n1	-1	-12	10
Cc1cc(=O)oc2c3c(cc(OCC(=O)NC(C)C)c12)OC(C)(C)CC3	15	-2	2
CC(C)Cn1cnc2c(Sc3c([N+](=O)[O-])ncn3C)nc(N)nc21	3	1	6
N#C/C(=C\c1ccc(-c2ccc(S(=O)(=O)N3CCOCC3)cc2)o1)C(=O)NC1CC1	3	0	10
Cc1cccc(C(=O)NC(=S)Nc2c(C)n(C)n(-c3ccccc3)c2=O)c1	-14	-1	3
CC(=O)N[C@@H](Cc1c[nH]c2ccccc12)C(=O)OCC(=O)Nc1ccc2c(c1)OCO2	-8	0	11
CC(NC(=O)COC(=O)CN1C(=O)NC2(CCCC2)C1=O)c1ccc(F)cc1 (stereo unspecified)	-9	0	-1
COc1ccc(-c2cc(C(F)(F)F)nc(SCCC(=O)N3CCN(C)CC3)n2)cc1	9	-1	11
CCC(c1nnnn1C(C)(C)CC)N(CCCO)Cc1cc2cc(C)cc(C)c2[nH]c1=O (stereo unspecified)	4	-9	-9

A different layout for three compounds above.
compound: COCCNC(=O)/C(C#N)=C/c1ccc(OC(=O)c2cccs2)c(OC)c1
  Gli-Sufu block: -2 | EBI2 antag: -16 | CCR6 antag: 10
compound: COc1ccc(-c2cc(C(F)(F)F)nc(SCCC(=O)N3CCN(C)CC3)n2)cc1
  Gli-Sufu block: 9 | EBI2 antag: -1 | CCR6 antag: 11
compound: COc1cc(N2CCC(O)CC2)ccc1Nc1nnc(Cl)c(Nc2ccccc2S(C)(=O)=O)n1
  Gli-Sufu block: -1 | EBI2 antag: -12 | CCR6 antag: 10

The list goes on.
SMILES	Gli-Sufu block	EBI2 antag	CCR6 antag
Clc1ccccc1-c1nnc2sc(-c3ccccn3)nn12	-14	0	4
CC(=O)c1ccc2c3c(cc(C)c2c1)CCCC3	-16	7	5
O=C1CCCC(NCCCCCCNC2=C([N+](=O)[O-])C(=O)CCC2)=C1[N+](=O)[O-]	-4	-14	3
Brc1ccc(-c2noc(CCc3ccccc3)n2)cc1	0	11	20
CN(C)CCNCCCNc1c2ccccc2nc2cccc([N+](=O)[O-])c12	62*	-11	21
O=C1CSC(=S)N1/N=C/c1cc(Br)c(O)c(Br)c1	-12	-14	29
O=C(Nc1ccc(N2CCOCC2)c(Cl)c1)c1ccc([N+](=O)[O-])o1	35	17	11
N#CC1=C2SCC(O)(c3ccccc3)N2C(=O)CC1c1cccs1 (stereo unspecified)	30	-4	18
Cc1cc(C(C)(C)C)ccc1Oc1cccc2c1S(=O)(=O)N(C1CCCC1)CC(COCc1ccccc1)O2 (stereo unspecified)	-3	4	10
O=C(NNc1ccc(C(F)(F)F)cc1[N+](=O)[O-])c1ccc(NS(=O)(=O)c2ccc(F)cc2)cc1	-1	6	58*
Cc1cc(C)c(S(=O)(=O)/N=C2/C=C(Sc3ncn[nH]3)C(=O)c3ccccc32)cc1C	1	11	79*
Cc1cc(NC(=O)/C(C#N)=C\c2ccc(-c3ccc(SC(F)F)cc3)o2)n(-c2ccccc2)n1	-5	-4	45
COc1ccc(/C=N\NC(=O)c2cc(O)c(O)c(O)c2)cc1CN1CCN(c2ccc(F)cc2)CC1	6	-8	32
CCSc1nnc(NC(=O)c2cc(-c3ccc(C)c(C)c3O)n[nH]2)s1	-6	-3	3
CC(C)CCNC(=O)C(c1ccco1)N(Cc1cccs1)C(=O)Cn1nnc2ccccc21 (stereo unspecified)	-4	16	0
CC(C)(C)OC(=O)N(CCc1ccccc1)Cc1ccccc1OCc1ccc(NC(=O)C2CCC2)cc1	6	6	15
CCC1(OC(=O)CN(C)C)C(=O)OCc2c1cc1n(c2=O)Cc2cc3c(N)cccc3nc2-1 (stereo unspecified)	64*	-9	6
C/C(=N/Nc1nc(-c2ccccc2)c(CC(=O)O)s1)c1ccccc1	-23	17	8
O=S(=O)(Cc1ccc(Cl)cc1Cl)c1ccc(Cl)cc1	-10	-1	9
COC(=O)C1=C(C(=O)OC)C(c2cc(Br)ccc2O)c2sc(=O)[nH]c2S1 (stereo unspecified)	-22	7	12
Cc1cccc(NC(=O)c2cc3c(n(-c4ccccc4)c2=O)CCCC3=O)n1	-5	-1	-8
O=C(Cc1ccccc1)NN=Cc1ccccc1	-10	1	6
COc1ccc(Cc2nnc(NC(=O)Cc3cccs3)s2)cc1	2	4	25
COc1cc(OC)c2nc(C)c3c(c2c1)N(c1ccc(O)cc1)CC3	12	-13	22
O=C1OCC2=C1C(c1ccc3c(c1)OCO3)c1cc3c(cc1O2)OCO3 (stereo unspecified)	-16	-5	4
CN(C)c1ccc(-c2nn3c(-c4ccc(Cl)cc4)nnc3s2)cc1	7	4	-5
COC(=O)Nc1ccc2ccc3c(NC(=O)OC)ccc4ccc1c2c43	2	3	-7
O=C(NC(c1ccccc1)c1ccccc1)c1ccccc1	3	12	15
CN(Cc1ccccc1)CC(O)CN(C)Cc1ccccc1	3	-8	7
CC(Sc1n[nH]c(-c2cccs2)n1)C(=O)Nc1ccccc1F (stereo unspecified)	-3	10	-6
CCCCCCCCNS(=O)(=O)CCNCc1ccccc1	-3	-10	3
COc1cc(O)c(C(C)=O)c(OC)c1	20	4	4
Cc1onc(-c2c(F)cccc2Cl)c1C(=O)Nc1ccc(S(=O)(=O)Nc2ncccn2)cc1	18	0	-21
COc1ccc(CNc2nc(-c3cccnc3)nn2C(=O)C(C)C)cc1	-1	-11	27
O=C(NNC(=O)c1ccc2ccccc2c1)c1ccc(Cl)c(Cl)c1	7	34	10
Cc1ccccc1N1CCN(C(=O)c2cccnc2)CC1	-4	-10	2
C#CCOCCOCCOCCNc1nc(N2CCN(C(=O)Cn3cc(CC(C)O)nn3)CC2)nc(N2CCN(C(=O)[C@H](CCCCN)n3cc(CC(C)O)nn3)CC2)n1 (stereo partly specified)	-5	-7	-4
Cc1cc(N/N=C/c2ccncc2)nc2ccccc12	-31	6	19
Cc1cc2c(SCC(=O)Nc3ccccc3O)ncnc2s1	-9	-3	3
O=C(Nc1ccc(Cl)c(Cl)c1)c1ccc(Cn2cc(Cl)cn2)cc1	-35	25	5

Exported with each value named: two of the compounds above.
SMILES: COc1ccc(CNc2nc(-c3cccnc3)nn2C(=O)C(C)C)cc1
  Gli-Sufu block = -1; EBI2 antag = -11; CCR6 antag = 27
SMILES: O=C(NNC(=O)c1ccc2ccccc2c1)c1ccc(Cl)c(Cl)c1
  Gli-Sufu block = 7; EBI2 antag = 34; CCR6 antag = 10

(listing goes on)
SMILES	Gli-Sufu block	EBI2 antag	CCR6 antag
CC(C)N1CCOC1c1ccccc1 (stereo unspecified)	2	2	6
O=S(=O)(N[C@H]1C[C@@H](NS(=O)(=O)OCC(Cl)(Cl)Cl)C2CCCCC21)OCC(Cl)(Cl)Cl (stereo partly specified)	1	-10	1
COc1ccc(C(=O)N2CCCc3ccccc32)cc1OC	12	6	1
Cc1ccc(NC(=O)NC(=O)N(C(C)C)S(C)(=O)=O)nc1	1	-6	2
Cc1nn(-c2ccncc2)c2c1C(=O)CC(C)(C)C2Br (stereo unspecified)	-2	-8	-1
[O-][N+](=C(c1ccccc1)c1ccccc1)c1ccccc1	3	3	-5
Cc1nnc(SCC(=O)Nc2cc(S(=O)(=O)N3CCOCC3)ccc2N2CCCC2)s1	1	1	7
CCCCN(C(=O)CCN1C(=O)C2CC=CCC2C1=O)c1c(N)n(CCCC)c(=O)[nH]c1=O (stereo unspecified)	1	-12	15
O=C(O)c1cc(Cl)c2c(c1)[C@@H]1C=CC[C@@H]1[C@H](c1ccc(S(=O)(=O)N3CCOCC3)cc1)N2	0	1	17
CC1=Nc2ccccc2/C1=C/c1c(C)[nH]c2ccccc12	3	18	26
COC(=O)C(Cc1ccc(O)cc1)NC(=O)Cn1cc(C)c(=O)[nH]c1=O (stereo unspecified)	7	-2	-2
Cc1ccc(-n2c(SCC(=O)NCc3ccco3)nc3nc4c(cc3c2=O)COC(C)(C)C4)cc1	5	-6	11
CCN(C(=O)COC(=O)/C=C/c1c(C)nn(-c2ccccc2)c1C)c1c(N)n(Cc2ccccc2)c(=O)[nH]c1=O	-6	9	10
COc1ccc(C2=Nc3nc(-c4ccccc4)cn3C(c3ccc(OC)cc3)C2)cc1 (stereo unspecified)	4	18	5
O=[N+]([O-])c1ncn(Cc2c(Cl)cccc2Cl)n1	6	1	-19
CCC(Cc1ccccc1)OC(=O)c1ccccc1C(=O)O (stereo unspecified)	6	2	2
CCOc1ccccc1Nc1nc(N)nc(Cl)c1CC	3	8	9
O=C(COC(=O)c1cc(=O)[nH]c2ccccc12)Nc1ccc(Cl)c(S(=O)(=O)N2CCOCC2)c1	5	-10	13
NNc1ccccc1C(F)(F)F	6	-10	-2
C#CCn1cc(C=C2C(=O)c3ccccc3C2=O)c2ccccc21	-8	1	28
CC(C)C[C@H]1CN([C@@H](CC(C)C)CN2CCCC2CN2C(=S)NC[C@@H]2Cc2ccc(O)cc2)C(=S)N1CC1CCCCC1 (stereo partly specified)	6	26	14
COc1ccc(C(=O)c2ccc(C)cc2)c(OC)c1OC	-3	11	13
O=[N+]([O-])c1ccccc1C(O)Cc1ccccn1 (stereo unspecified)	5	3	-6
COc1ccc(-c2sc(Nc3cccc4ccccc34)n[n+]2C)c(C)c1C	-2	-11	5
CCOc1ccc2c(c1)c1nnc(SCC(=O)N3CCC(C)CC3)nc1n2C	8	-17	14
CC(NC(=O)CSc1ccc(S(=O)(=O)N2CCOCC2)cn1)c1ccc(Cl)cc1Cl (stereo unspecified)	10	-7	-3
